# PGC1a acetyl inh: modulators of PGC1a acetylation; U2OS PGC1a acetylation, AlphaScreen anti-acetyl-lysine; with virally co-expressed GCN5 acetyltransferase; 0.17% of 350,000 active; inhibition, % at 15.6 µM;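 active means every replicate shows inhibition of at least 40%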;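 further: 0% = neutral control wells and 100% = positive control wells; some results beyond the cut were filed as inactive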
# ERAP1 inh: blocks human ERAP1 aminopeptidase activity | Q9NZ08 | 0.15% of 340,000 active | recombinant ERAP1, Leu-AMC fluorescence, 60 min | inhibition, % at 10.7 µM;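 active means mean replicate inhibition of at least 30%, or all replicates individually reaching that 30% level; inactive means mean below 30% and not every replicate reaching it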;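 further: 0% = neutral control wells and 100% = L-leucinethiol positive control wells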
# Target sequence (Q9NZ08 whole entry, looked up): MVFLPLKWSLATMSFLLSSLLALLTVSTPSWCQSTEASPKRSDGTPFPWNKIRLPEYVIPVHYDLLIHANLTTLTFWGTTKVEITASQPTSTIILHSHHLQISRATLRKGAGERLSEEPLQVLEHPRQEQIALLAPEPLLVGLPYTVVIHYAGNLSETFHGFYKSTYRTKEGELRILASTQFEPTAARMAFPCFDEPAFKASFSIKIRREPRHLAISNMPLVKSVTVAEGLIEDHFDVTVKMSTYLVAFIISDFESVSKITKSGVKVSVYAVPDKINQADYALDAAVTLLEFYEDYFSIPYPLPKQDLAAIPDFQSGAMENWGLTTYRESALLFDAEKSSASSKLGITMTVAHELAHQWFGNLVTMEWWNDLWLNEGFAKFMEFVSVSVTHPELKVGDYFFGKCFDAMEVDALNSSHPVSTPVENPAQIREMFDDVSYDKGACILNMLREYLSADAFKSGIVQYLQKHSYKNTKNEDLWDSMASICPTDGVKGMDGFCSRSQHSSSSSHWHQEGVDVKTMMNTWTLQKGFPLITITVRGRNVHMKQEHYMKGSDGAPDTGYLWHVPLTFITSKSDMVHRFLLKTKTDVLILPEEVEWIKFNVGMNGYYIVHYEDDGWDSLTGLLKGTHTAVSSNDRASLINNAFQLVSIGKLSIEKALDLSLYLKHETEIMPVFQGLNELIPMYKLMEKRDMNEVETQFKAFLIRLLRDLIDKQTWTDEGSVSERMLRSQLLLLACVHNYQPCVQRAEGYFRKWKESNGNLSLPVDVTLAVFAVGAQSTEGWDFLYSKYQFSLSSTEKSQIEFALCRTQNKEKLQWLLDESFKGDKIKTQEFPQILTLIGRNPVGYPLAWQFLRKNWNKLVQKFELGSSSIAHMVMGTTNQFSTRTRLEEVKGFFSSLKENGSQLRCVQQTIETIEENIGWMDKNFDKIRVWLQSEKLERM
# PglD inh: PglD (C. jejuni) enzyme inhibition; purified PglD enzyme, DTNB colorimetric CoA detection; AID 602405; inhibition, % at 12.5 µM; 0.098% of 360,000 active; in the data active means inhibition above about 16%, passing the limit was not always enough; further: strong numbers were not always called active
# PAX8 inh HTS: inhibitors of PAX8 transcriptional activity in RMG-I cells. RMG-I TPO-luciferase reporter, SteadyGlo, 24 h. inhibition, % at 12.6 µM. 1.2% of 360,000 active. AID 652154;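 active means mean replicate inhibition at least 60% with every replicate also reaching 60%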;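 further: luciferase light reporting Pax8 driven TPO promoter activity; plate controls were median of neutral control wells for no effect and mitoxantrone controls for full effect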
# FN deposition inh: fibronectin deposition inhibition; inhibition, % at 12.6 µM; AID 743247; AH1F fibroblasts, Alexa488-fibronectin deposition fluorescence, overnight; 0.086% of 350,000 active;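 active means mean inhibition across replicates of 30% or more, regardless of how many single replicates reach that level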;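 further: positive control wells lacked labelled fibronectin entirely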
#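 Material: AH1F fibroblast monolayer depositing Alexa488-labelled fibronectin into matrix | Input: 10000 AH1F cells/well | Medium: DMEM plus 2% serum, read in PBS | Reagent: Alexa488-fibronectin, 24 nM final in well | Compound dosing: One dose per compound, pinned | Schedule: 1 h adhesion, overnight exposure | Measured by: Fluorescence at 485 nm excitation, 525 nm emission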
# S100A4 inh HTS: blocks human S100A4 binding to myosin IIA peptide; P26447; S100A4/TAMRA-MyoIIA peptide fluorescence polarization; inhibition, % at 10.7 µM; 0.14% of 360,000 active; AID 652163;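 active means mean inhibition of at least 70% across replicates, with every replicate also reaching that level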
# Target sequence (P26447 whole entry, looked up): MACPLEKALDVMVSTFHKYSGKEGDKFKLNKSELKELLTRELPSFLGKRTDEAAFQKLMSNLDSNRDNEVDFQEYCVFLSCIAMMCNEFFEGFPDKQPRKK
#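 Test system: S100A4 monomer protein. Medium: HEPES buffer with Ca2+, pH 7.2. Reagent: fluorescent myosin IIA peptide, 5 nM. Compound dosing: single-point compound testing. Timing: 5 min between mix addition and reading. Benchmarks: DMSO neutral and TFP positive wells.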
# LGR2 inh: blocks bursicon-induced cAMP signaling via Drosophila LGR2; HEK293 LGR2, CRE-luciferase, bursicon-stimulated, 4 h; inhibition, % at 9.99 µM; 0.35% of 380,000 active; AID 720647;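 active means drop in luminescence signal, shown as inhibition above about 50% in the replicate tests, limit read from the data, passing the limit was not always enough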;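 further: agonist challenge used bursicon conditioned medium at about half maximal strength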
# EWS-Fli inh: blocks EWS/Fli oncoprotein-driven transcription; A673 NR0B1-luciferase reporter, viability-normalised; inhibition, % at 12.6 µM; 0.67% of 350,000 active;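 active means mean inhibition of at least 50% after viability correction, with every replicate also passing that limit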;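 further: firefly luciferase signal divided by Alamar Blue viability fluorescence both relative to DMSO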
# Starred values were filed as active, the others as inactive; . = no result given.
SMILES,PGC1a acetyl inh,ERAP1 inh,PglD inh,PAX8 inh HTS,FN deposition inh,S100A4 inh HTS,LGR2 inh,EWS-Fli inh
COc1cc(/C=C/CO)cc(OC)c1OC/C=C(\C)CCC=C(C)C,-26,1,5,.,.,-4,-6,-2
O=C(CN1c2cccc3cccc(c23)S1(=O)=O)NC1CCCCC1,4,-2,1,13,4,-3,-13,-9
N#CCCN(Cc1ccccc1)C(=S)NC(=O)c1ccccc1,9,.,11,.,1,.,-19,.
COc1ccc2c3c([nH]c2c1)[C@@H](CO)N(C(=O)c1cccnc1)CC31CN(Cc2cccnc2)C1,.,-1,.,.,.,8,7,-13
CC(=O)Nc1ccc(NC(=O)CCS(=O)(=O)c2ccc3c(c2)oc(=O)n3C)cc1,1,1,.,-5,-1,-2,-4,.
O=C(Nc1ccccc1F)C1CCCN1S(=O)(=O)c1cccc2nsnc12 (centres undefined),-9,1,-4,9,-3,-2,4,0
Cc1cccnc1Nc1nc(-c2ccccc2)cs1,.,-3,2,-66,-2,47,-30,-30
O=C(O)CCCC(=O)NNC(=O)c1cccc(Br)c1,-3,1,-2,2,0,-2,-24,-4
CN(C(=O)COC(=O)c1ccccc1C(=O)N1CCN(c2ccccc2)CC1)c1ccccc1,-11,4,7,16,16,6,-3,-8
Cc1cc(Cl)c(OCCOCCN2CCN(C)CC2)c(Br)c1,.,1,-7,-7,-3,-4,-16,12
Cc1cccc(C(=O)NC(C(=O)Nc2nc(-c3ccccn3)cs2)C(C)C)c1 (centres undefined),-3,4,.,1,4,-22,7,13
Cc1ccc(-c2csc(Cc3nc(-c4ccc5c(c4)CCC(=O)N5)cs3)n2)cc1,.,-5,0,-13,2,-2,-9,-16
OCC1CCN(Cc2nc(Cc3ccccc3Cl)no2)CC1,.,9,.,-15,.,1,-24,-9
N#Cc1cc2c([nH]c1=O)CCCC2,6,.,1,14,-10,1,6,10
C/C(CC(=O)Nc1c(C)cc(C)cc1C)=N\NC(=O)c1cnccn1,17,.,5,-16,5,.,16,.
COCC(=O)Nc1ccc2c(c1)C(=O)N(C)C[C@H](OC)[C@@H](C)CN(CC1CCCCC1)[C@H](C)CO2,-8,-4,1,.,-8,1,-17,5
COc1ccc(NC(=O)CN2C(=O)CSC(C)C2=O)c(OC)c1 (centres undefined),0,0,-2,-8,.,-23,10,-8
C/C=C/c1ccc([C@H]2[C@@H](CO)N(C(=O)C3CC3)[C@H]2CN(C)C(=O)C2CC2)cc1,10,.,3,2,.,.,-10,-6
FC(F)(F)c1cc(Cl)c2nnc(C(F)(F)Cl)n2c1,.,.,.,8,0,-1,-6,2
CC(C#Cc1c([C@@H](C)Oc2ccccc2)nnn1Cc1ccccc1)Oc1ccccc1 (some centres undefined),-20,-1,3,5,-6,-1,31,4
COc1ccc(NC(=O)N(C)C[C@H]2Oc3ccc(NC(=O)Cc4ccccc4)cc3CC(=O)N([C@@H](C)CO)C[C@H]2C)cc1,4,.,.,7,.,.,-3,-8
C[C@H]1CC[C@]2(O[C@@H](CCO)C[C@@H](O)[C@@H]2O)O1,-1,1,-5,-18,9,-2,-12,-2
N=c1c(S(=O)(=O)c2ccccc2)cc2c(=O)n3ccccc3nc2n1C1CCCCC1,-27,3,2,15,-8,-2,7,6
Cn1nccc1C(=O)N1CCc2c([nH]c3ccccc23)C1c1ccc(F)cc1 (centres undefined),-25,-1,0,31,-5,-3,-6,-7
Nc1nc[nH]c(=O)c1N=Cc1ccccc1,-1,1,1,-19,9,-7,4,4
OC(Cc1ccncc1)c1ccccc1Cl (centres undefined),-5,2,.,10,10,-1,7,6
COc1ccc2c3c(n(C)c2c1)[C@@H](CO)N(C(=O)Nc1ccc(F)cc1)CC31CN(C(=O)c2ccccc2F)C1,-8,0,.,.,.,-3,8,9
COc1cccc(Cn2c(=O)c3ccccc3n3nc(C)cc23)c1,.,-2,.,1,1,-8,9,2
Cc1nn(CCO)c2nc(-c3cccs3)cc(C(F)(F)F)c12,.,-2,.,161*,7,6,3,7
COc1cc(C)c(NC(=O)C2CCN(S(=O)(=O)c3cccs3)CC2)cc1OC,2,15,-2,-15,-15,0,8,-4
CCOc1ccc(NC(=O)CN2C(=O)COc3ccc(Cl)cc32)cc1,.,-2,-2,4,2,-4,-18,-4
Cc1cc(OC(C)C(=O)N2C[C@H]3C[C@@H](C2)c2cccc(=O)n2C3)c2c(C)c(C)c(=O)oc2c1 (some centres undefined),18,0,4,.,.,8,.,5
O=C(CN1C(=O)c2ccccc2S1(=O)=O)NCc1ccc(F)cc1,.,-1,-2,-16,3,-4,11,.
Cc1ccc(O)c(-c2cc(C(=O)Nc3ccc(S(=O)(=O)Nc4nccc(C)n4)cc3)[nH]n2)c1,-1,2,1,13,-12,-12,-3,2
CC1(C)COCN1C(=O)c1ccc(C#N)cc1,1,-3,7,12,2,-4,1,-1
CN1CCN(c2cc(C(F)(F)F)nc(-c3ccccn3)n2)CC1,3,-5,3,-10,.,-5,-16,1
O=C(CCn1nc(-c2ccc(Cl)cc2)c2ccccc2c1=O)NCCN1CCOCC1,0,.,2,15,-1,.,.,.
NC(=O)c1cc([N+](=O)[O-])ccc1NCc1cccc(N)c1,7,-2,-1,11,0,0,-4,1
COC(=O)CN1C(=O)[C@H]2[C@@H](c3ccc(C)o3)N3C(=O)CN(CCO)C(=O)[C@@]3(C)[C@H]2C1=O,.,-6,2,4,-15,-9,.,-10
c1ccc(Cn2cc(CCOCc3ccccn3)c3ccccc32)cc1,.,3,.,-121,2,-19,-24,-106
CCCCC(=O)Nc1cccc(NC(=O)c2cccc([N+](=O)[O-])c2)c1,-1,5,.,-8,4,-7,6,-3
CCCCCN(C(=O)CCC(=O)OCc1ccccc1F)c1c(N)n(CCCC)c(=O)[nH]c1=O,.,4,0,16,-5,-1,-15,-3
O=C(NC1CCCCCC1)c1ccc[nH]c1=S,5,-2,1,-28,-2,-3,-3,10
CCOC(=O)C1=C(C)NC(C)=C(C(=O)OCC)C1C(=O)OCC(=O)NC,2,-3,-3,-3,-8,2,17,8
COc1ccc(CCNC(=O)CSCc2ccc([N+](=O)[O-])cc2)cc1,10,.,-2,-13,2,.,-15,.
CCOc1ccc(Nc2nnc(Cc3ccc(OC)cc3)c(=O)[nH]2)cc1,-5,-2,.,1,-7,-11,22,-5
Cn1c(C(=O)NCCN2CCc3ccccc3C2)cc2c(=O)n(C)c3ccccc3c21,3,-2,-8,19,-1,5,17,8
O=C(O)C[C@@H]1C[C@H]2c3cc(NC(=O)Nc4ccccc4)ccc3O[C@H]2[C@H](CO)O1,6,-1,2,-18,-11,-3,-5,-4
COc1ccccc1-c1nn(Cc2ccccc2)cc1/C=C/C(=O)O,7,-2,9,-15,1,0,6,2
S=c1[nH]nc(COc2ccc(Cl)cc2)n1Cc1ccccc1,.,-2,.,6,0,1,31,6
O=C(Cc1ccccc1[N+](=O)[O-])Nc1ccc2c(c1)OCCO2,.,1,.,-25,.,-2,-25,19
O=C1CC(C(=O)NC2CCCCC2)C2(CCCCC2)O1 (centres undefined),.,0,0,3,-8,0,.,5
O=C(Nc1nnc([C@@H]2C[C@H](O)[C@@H](CO)O2)s1)c1cccc2ccccc12,-4,3,-1,-155,9,3,.,-76
CS(=O)(=O)N(CCc1ccccc1)CC(=O)Nc1ccc(Br)cc1F,9,2,4,-3,-16,-4,18,1
O=C(C1CCCCC1)N1CC2(C1)[C@H](c1ccccc1)[C@@H](CO)N2CC1CCCC1,.,0,.,.,-7,7,21,7
COc1ccc(S(=O)(=O)N(C)C[C@H]2Oc3ccc(NS(=O)(=O)c4ccc(C)cc4)cc3C(=O)N([C@@H](C)CO)C[C@H]2C)cc1,-5,-2,.,-10,.,2,17,-7
CCn1c(=O)n(CC)c2cc(N3CCCC3)c(NC(=O)c3ccc(C)c([N+](=O)[O-])c3)cc21,-4,0,2,-13,-7,-9,-2,16
CCC(=O)N1[C@H](CO)[C@H](c2ccc(-c3cccc(OC)c3)cc2)[C@@H]1CNC(C)=O,.,1,.,.,4,7,9,.
Cc1c(C(=O)OCC(=O)N2CCCC(C)C2)oc2ccccc12 (centres undefined),.,-2,.,-53,-3,6,-16,-3
COc1ccc(C(CC(=O)Nc2ccc(C)cn2)N2Cc3ccccc3C2=O)cc1 (centres undefined),-28,0,0,-5,-3,0,6,13
# Other results follow.
SMILES,PGC1a acetyl inh,ERAP1 inh,PglD inh,PAX8 inh HTS,FN deposition inh,S100A4 inh HTS,LGR2 inh,EWS-Fli inh
O=C(Cc1ccccn1)N1CC(=O)N2[C@@H](CO)[C@@H](c3ccc(-c4ccccc4)cc3)[C@@H]2C1,-2,-1,.,-20,.,11,-17,-2
Cc1ccc(S(=O)(=O)N2CCN(C(=O)CCC(=O)Nc3ccc(Br)c(C)c3)CC2)cc1,-6,-2,2,20,-2,-2,7,4
C[C@@H]1CN([C@H](C)CO)S(=O)(=O)c2ccc(C#CC3CC3)cc2O[C@H]1CN(C)C(=O)CN(C)C,3,-4,2,.,.,12,-3,2
COc1ccc(NC(=O)Nc2ccc3c(c2)C(=O)N([C@@H](C)CO)C[C@H](C)[C@@H](CN(C)S(=O)(=O)c2cn(C)cn2)O3)cc1,1,1,1,.,1,8,8,-1
COc1ccc(C(=O)Cn2nnc(-c3ccccc3F)n2)cc1,-22,-3,-2,.,.,-14,-54,-20
COc1ccc(O)c(CN2CCC(n3nccc3NC(=O)c3ccccc3Cl)CC2)c1,30,2,2,3,-6,-4,2,5
Fc1ccccc1-c1nc2ncccc2o1,-7,-4,.,-51,5,-1,-2,-35
COC(=O)N/N=C(\C)c1cccc(C(F)(F)F)c1,6,-4,.,-24,4,2,-44,4
CCCCS(=O)(=O)N1CCCC(C(=O)Nc2ccc3c(c2)CCC3)C1 (centres undefined),.,3,-3,5,.,-3,-44,.
COc1ccc(CNC(=O)C2CCN(C(=O)c3ccco3)CC2)cc1,0,-2,1,-4,3,1,2,0
CCN(CC)CCN(C(=O)C1=COCCO1)c1nc2cc3c(cc2s1)OCO3,.,-2,.,-8,-2,5,2,-17
CC(C)n1ncc2c(C(=O)O)cc(C3CC3)nc21,.,.,.,-8,5,-18,3,-9
CC(C)(C)c1ccc(C(=O)N/C(=C\c2ccco2)C(=O)Nc2ccccc2C(=O)O)cc1,.,5,2,-19,-1,-20,-28,-22
O=C(CCN1CCOCC1)NNC(=O)Nc1cccc(Cl)c1,.,-3,1,-10,.,0,1,.

# Structural class: the entries above containing a furan ring, fused or not (4)
SMILES,PGC1a acetyl inh,ERAP1 inh,PglD inh,PAX8 inh HTS,FN deposition inh,S100A4 inh HTS,LGR2 inh,EWS-Fli inh
COC(=O)CN1C(=O)[C@H]2[C@@H](c3ccc(C)o3)N3C(=O)CN(CCO)C(=O)[C@@]3(C)[C@H]2C1=O,.,-6,2,4,-15,-9,.,-10
Cc1c(C(=O)OCC(=O)N2CCCC(C)C2)oc2ccccc12 (centres undefined),.,-2,.,-53,-3,6,-16,-3
COc1ccc(CNC(=O)C2CCN(C(=O)c3ccco3)CC2)cc1,0,-2,1,-4,3,1,2,0
CC(C)(C)c1ccc(C(=O)N/C(=C\c2ccco2)C(=O)Nc2ccccc2C(=O)O)cc1,.,5,2,-19,-1,-20,-28,-22

# Some entries already given, limited to PGC1a acetyl inh and EWS-Fli inh.
molecule	PGC1a acetyl inh	EWS-Fli inh
CCOc1ccc(NC(=O)CN2C(=O)COc3ccc(Cl)cc32)cc1	.	-4
O=C(NC1CCCCCC1)c1ccc[nH]c1=S	5	10

# Rows are unselected; overall some 2.1% were active at least once.
